DENV2 CPE rescue – DENV2-induced cell death inhibition; 350,000 compounds, 1.7% hits; DENV2-infected cells, cytopathic effect rescue, plate reader; CPE inhibition, % at 9.99 µM; AID 651640; in the data active = CPE inhibition above about 20%, passing the limit was not always enough; inconclusive = no clear call, values can overlap the other calls; tested in BHK-21 cells;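 note: 0% = median of neutral control wells and 100% = median of positive control wells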
PAX8 inh HTS – inhibitors of PAX8 transcriptional activity in RMG-I cells | 360,000 compounds, 1.2% hits | inhibition, % at 12.6 µM | RMG-I TPO-luciferase reporter, SteadyGlo, 24 h;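 active = mean replicate inhibition at least 60% with every replicate also reaching 60%; inconclusive = only one of the two criteria is met; inactive = mean below 60% and not all replicates reaching 60%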;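 note: luciferase light reporting Pax8 driven TPO promoter activity; plate controls were median of neutral control wells for no effect and mitoxantrone controls for full effect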
INS-1E GSIS act – GLuc luminescence reporter in INS-1E cells, primary screen for activators of glucose-dependent secretion of insulin | INS-1E GLuc reporter insulin secretion, 2-3 h | activation, % at 16.6 µM | 370,000 compounds, 0.61% hits | AID 743287;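 active = lowest replicate activation of at least 40%, so every replicate reaches that level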;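 note: 0% = median of neutral control wells and 100% = median of IBMX positive control wells; some compounds called inactive have numbers as strong as hits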
F508del corr – correctors of CFTR F508del function in bronchial epithelial cells. activity (quench increase), % at 7.58 µM. CFBE cells, YFP halide quenching; stimulated with forskolin plus potentiator P3; % fluorescence drop versus neutral controls. 350,000 compounds, 0.36% hits;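 active = mean added fluorescence quench of at least 8% versus neutral control, with both replicates also reaching 8%; inconclusive = only one of the mean or replicate conditions met; inactive = mean below 8% and not both replicates reaching 8%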;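 note: cells transiently co-express mutant CFTR-F508del with the halide-sensitive YFP; corrector assay measuring rescue of mutant channel to the surface after 24 h compound exposure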
ARNT-TACC3 inh – disruptors of human ARNT/TACC3 interaction; 390,000 compounds, 0.66% hits; AID 623870; inhibition, % at 9.99 µM; AlphaScreen His-ARNT PAS-B/GST-TACC3 binding, luminescence; TACC3 fragment carries E629A point mutation; Q9Y6A5;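 active = mean inhibition of replicates at least 50% and at least half of replicates each reaching 50%; inconclusive = half or more replicates reach 50% but mean below 50%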;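 note: 0% = complete ARNT plus TACC3 wells and 100% = ARNT alone without TACC3; many hits fall short of the cut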
Xi reactivation – activators of X-chromosome reactivation in mouse fibroblasts. activation, % at 7.58 µM. 360,000 compounds, 0.055% hits. XiGFP mouse fibroblasts, % GFP-positive cells imaging, 3 d; cells co-treated with 5-aza-dC sensitizer; scaled so ellipticine positive control = 100%;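 active = mean normalized replicate activation at least 10% and every replicate at or above 10%; inconclusive = only one of the two criteria met; inactive = mean below 10% and not all replicates reach 10%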;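 note: 0% = median of on-plate neutral control wells and 100% = ellipticine 6 µM median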
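Material: XiGFP fibroblasts, SV40-immortalized; Buffer or medium: DMEM containing 5-aza-dC; Compound dosing: single point; Times: 3 days compound exposure.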
ERp5 inh – inhibitors of human ERp5. AID 651711. inhibition, % at 9.99 µM. Q15084. 350,000 compounds, 0.05% hits. ERp5 insulin aggregation, absorbance 650 nm, 90 min;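 active = mean replicate inhibition above about 25%, with every replicate also reaching it, limit read from the data, passing the limit was not always enough; inconclusive = only one of those two criteria met; inactive = neither criterion met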
Target sequence (Q15084 whole entry, looked up): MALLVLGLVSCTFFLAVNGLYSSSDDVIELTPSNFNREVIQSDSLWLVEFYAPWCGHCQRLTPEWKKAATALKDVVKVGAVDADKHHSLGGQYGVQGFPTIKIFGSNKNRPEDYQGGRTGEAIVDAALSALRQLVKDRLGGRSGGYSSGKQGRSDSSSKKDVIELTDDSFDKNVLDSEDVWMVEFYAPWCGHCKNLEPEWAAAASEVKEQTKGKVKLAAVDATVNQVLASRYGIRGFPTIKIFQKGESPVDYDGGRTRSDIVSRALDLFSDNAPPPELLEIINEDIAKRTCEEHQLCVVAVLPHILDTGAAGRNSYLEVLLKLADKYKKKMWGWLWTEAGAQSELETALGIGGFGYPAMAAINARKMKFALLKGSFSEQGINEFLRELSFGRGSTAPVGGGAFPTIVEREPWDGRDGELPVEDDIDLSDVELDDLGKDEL
EWS-Fli block – blocks EWS/Fli oncoprotein-driven transcription; A673 NR0B1-luciferase reporter, viability-normalised; inhibition, % at 12.6 µM; 350,000 compounds, 0.67% hits; AID 651661;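 active = mean inhibition of at least 50% after viability correction, with every replicate also passing that limit; inconclusive = mean reaches 50% but only one of two replicates passes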;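 note: firefly luciferase signal divided by Alamar Blue viability fluorescence both relative to DMSO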
Starred values were filed as active, the others as inactive; ? = inconclusive; / = not tested or not shown.

SMILES	DENV2 CPE rescue	PAX8 inh HTS	INS-1E GSIS act	F508del corr	ARNT-TACC3 inh	Xi reactivation	ERp5 inh	EWS-Fli block
CS(=O)(=O)N(CC(=O)NCCSCc1ccco1)c1ccc(Cl)cc1	-12.4	6.0	15.4	-1.9	-2.0	0.1	-8.5	7.8
COc1cccc(-n2c(SCC(=O)c3c[nH]c4ccccc34)nc3ccccc3c2=O)c1	1.5	37.8	1.4	1.0	/	0.3	6.0	5.2
COc1cccc(-c2noc(C3CCCN(C(=O)c4ccc(F)cc4)C3)n2)c1 (stereo not drawn)	-4.1	-4.5	-17.9	0.9	-5.9	0.0	4.0	-22.4
C[C@@H]1CN([C@@H](C)CO)C(=O)c2cc(NC(=O)CCC(F)(F)F)ccc2O[C@H]1CN(C)C(=O)Nc1ccc(C(F)(F)F)cc1	2.7	-5.1	7.4	0.2	-6.0	0.2	-2.0	5.8
COC(=O)[C@@H]1[C@@H](CO)[C@@H]2Cn3c(ccc(-c4ccc(F)cc4)c3=O)[C@@H]2N1S(C)(=O)=O	7.9	0.1	3.7	1.7	-1.7	0.1	-0.2	2.2
O=S(=O)(c1ccccc1)c1nc(-c2ccc(F)cc2)oc1NCC1CCCO1 (stereo not drawn)	-0.5	2.7	-3.0	-3.9	-1.8	0.1	1.8	-0.8
CCOc1ccc(NC(=O)c2sc3nc(C)nc(N4CCOCC4)c3c2C)cc1	4.5	2.5	-1.4	2.0	7.1	/	2.8	-5.0
COc1ccc(CC(=O)OCC(=O)Nc2cccc(Br)c2)cc1	-7.9	-0.4	-1.2	-1.1	-7.1	0.3	?	-1.2
CN(c1ccccc1)S(=O)(=O)c1ccc(Cl)c(C(=O)Nc2ccc(N3CCOCC3)cc2)c1	/	9.1	-8.2	3.8	2.4	0.1	3.3	1.7
CCCn1c(=O)c2sccc2n2c(CCCC(=O)NCc3cccnc3)nnc12	-0.5	3.4	-6.1	-3.0	-3.1	0.0	2.3	2.4
COc1cc(/C=N/NC(=O)CCN2CCCCC2)ccc1O	1.0	-1.5	2.1	-0.5	/	0.0	0.7	-0.4
CC(=O)Nc1cccc(NC(=O)c2cccc(-c3ccc(O)cc3)c2)c1	5.1	-15.2	-23.2	1.4	1.3	-0.1	-1.0	-18.8
O=C(CSc1nnc(-c2ccco2)c(-c2ccco2)n1)c1ccccc1	-1.2	-0.8	6.5	-3.2	0.8	0.2	3.8	-21.6
O=C(COC(=O)COc1cccc(Br)c1)Nc1c(Cl)cccc1Cl	1.3	2.3	8.2	-1.4	-6.3	0.3	0.3	8.1
Cn1nnc(NC(=O)c2cccc([N+](=O)[O-])c2)n1	0.9	-0.3	1.0	-0.4	-2.0	0.2	2.3	14.6
C[C@@H]1CCCCO[C@H](CN(C)Cc2ccncc2)[C@@H](C)CN([C@@H](C)CO)C(=O)c2cc(NC(=O)Nc3ccccc3)ccc2O1	?	6.7	-19.1	-1.2	-0.6	0.0	2.6	/
COCCCNC(=S)N1CCN(C(c2ccccc2)c2ccccc2)CC1	0.0	-3.7	-8.8	-0.9	-4.5	0.1	4.9	7.3
CC(C)C#Cc1ccc2c(c1)O[C@H](CN(C)C(=O)c1cccc(F)c1)[C@H](C)CN([C@@H](C)CO)S2(=O)=O	12.1	/	-3.2	-0.7	/	-0.5	1.4	3.3
COc1ccc(CNC(=O)C[C@H]2C[C@H](C(=O)N(C(C)C)C(C)C)[C@@]3(C)c4[nH]c5cc(CCC(=O)N(C)C)ccc5c4CCN3C2=O)cc1OC	-12.0	9.3	-17.1	-1.2	-3.0	-0.2	1.3	7.3
CCCc1ccc(C(=O)[C@@H]2[C@@H](C(C)=O)N3c4ccc(F)cc4C=C[C@@H]3[C@@]23C(=O)Nc2ccccc23)cc1	5.1	35.8	-16.1	-3.5	-8.8	0.7	5.4	1.9
CCC(=O)NC(c1ccc(C)cc1)c1ccc2cccnc2c1O (stereo not drawn)	-0.7	91.5*	/	10.6*	35.2*	1.0	1.0	31.7
C[C@@H]1CCCCO[C@H](CN(C)C)[C@H](C)CN([C@@H](C)CO)C(=O)c2cc(N(C)C)ccc2O1	0.7	-8.6	13.3	-1.4	-13.0	-0.2	-2.4	-7.8
CCN1CCN(c2nc(Nc3ccc(OC)cc3)nc(N)c2[N+](=O)[O-])CC1	-0.7	5.8	-1.0	-1.1	/	0.0	1.1	0.7
O=C(COc1ccccc1)Nc1cc(S(=O)(=O)N2CCOCC2)ccc1N1CCCC1	-3.0	-0.6	-2.9	-3.9	-11.1	0.0	2.4	-3.9
COCC(=O)NC[C@@H]1[C@H](c2ccc(-c3ccccc3)cc2)[C@H](CO)N1C(C)=O	-5.6	0.4	12.9	1.4	-5.1	0.0	5.3	-0.6
N#C[C@H]1[C@@H](c2ccccc2/C=C/c2ccccc2)[C@@H](CO)N1S(=O)(=O)c1ccccc1	-4.1	3.3	-7.8	-0.6	/	0.2	2.3	0.2
Cc1ccc2nccc(C(=O)N3CCCC(N4CCN(c5ccc(F)cc5)CC4)C3)c2c1 (stereo not drawn)	-8.0	1.4	-1.8	-0.5	-4.0	0.4	4.0	7.6
O=C(CCCn1c(=O)c2cccn2c2cccnc21)N1CCN(c2ccccc2F)CC1	-1.9	-4.0	9.6	0.8	0.6	0.2	-0.2	/
C#CCOCCOCCOCCNc1nc(N2CCN(C(=O)[C@H]([C@@H](C)O)n3cc(CCCCN)nn3)CC2)nc(N2CCN(C(=O)[C@H](Cc3ccc(O)cc3)n3cc(CCO)nn3)CC2)n1	-3.9	-4.5	-1.5	1.0	-1.9	-0.1	2.9	-9.1
COc1ccccc1C(=O)Nc1onc(C)c1C#N	-1.3	-8.6	/	18.2*	-1.4	-0.1	-2.8	-7.1
COc1ccccc1NC(=O)N[C@H]1CC[C@@H](CCn2cc(C3(O)CCCC3)nn2)O[C@H]1CO	-5.7	8.3	1.8	-1.2	0.7	-0.4	3.6	-0.2
COc1ccc(C(=O)N/C(=C\c2cn(C)c3ccccc23)C(=O)NCCN2CCOCC2)cc1OC	-11.0	19.6	42.9	0.4	12.5	-0.1	2.1	/
Cc1ccc(C2(CCNCc3ccco3)CCOC(C(C)C)C2)cc1 (stereo not drawn)	-0.1	5.7	-45.7	0.8	-21.1	-0.2	5.9	1.6
COc1ccc(Cl)cc1NC(=O)CCc1nnc2ccc(N3CCC4(CC3)OCCO4)nn12	-0.7	-0.4	14.7	1.3	-11.7	0.0	3.1	-0.3
O=C1CCCN1CC(=O)N1CCCC(N2CCN(c3cccc(Cl)c3)CC2)C1 (stereo not drawn)	-3.8	/	10.4	0.7	-7.0	0.1	2.1	-12.4
CCOC(=O)N1CCN(C(=O)c2ccc(CS(=O)Cc3ccc(C)cc3)o2)CC1 (stereo not drawn)	-0.8	-4.8	-9.0	0.9	2.9	0.0	3.3	1.4
O=[N+]([O-])c1cccc2c(Cl)ccnc12	4.6	-59.2	-4.4	-0.2	/	0.4	-1.3	-11.3
Cc1ccc(Cc2c(C3CCCCC3)nc3c(C)cc(Br)cn23)cc1	4.5	33.9	/	2.1	/	0.0	-3.6	4.2
CC(NC(=O)c1cn(C(C)c2ccccc2F)nn1)c1ccncc1 (stereo not drawn)	-0.9	7.5	12.7	5.2	6.2	0.0	5.4	-14.2
CCNC(=O)[C@@H]1[C@@H](CO)[C@@H]2Cn3c(ccc(-c4ccccc4)c3=O)[C@@H]2N1C(=O)C1CC1	-3.4	/	0.3	-0.5	-2.7	0.5	0.1	0.6
COC(=O)c1ccc(CNC(=O)C2CCC(=O)N(Cc3ccccn3)C2)cc1 (stereo not drawn)	4.5	5.3	-10.7	3.0	/	0.2	3.8	-9.2
Nc1ccccc1OCCOc1ccccc1N	-2.6	-39.1	0.6	0.4	0.7	-0.1	2.4	-2.4
COc1cccc(-c2ccc(NC(=O)C3CCCN(Cc4cnc(C)s4)C3)cc2)c1 (stereo not drawn)	-5.3	-12.1	-31.8	-1.8	3.3	0.0	-2.4	/
CN(Cc1ccccc1)S(=O)(=O)c1cccc2nsnc12	-1.7	6.6	15.8	3.7	-3.4	0.1	-0.9	16.9
C[C@@H]1CN([C@H](C)CO)C(=O)c2cc(C#CC(C)(C)O)cnc2O[C@H]1CN(C)Cc1cccc(F)c1	/	-25.0	1.6	1.1	/	0.6	/	-3.2
COc1ccccc1S(=O)(=O)Cc1ccc(C(=O)NCc2ccccc2)o1	1.7	12.4	-3.8	0.2	-7.7	0.0	3.9	/
Cc1cc(C)n2c(Nc3c(C)cccc3C)c(CCc3ccccc3)nc2n1	20.8*	-14.4	3.7	2.6	/	0.1	0.3	-2.8
COc1ccc2nc(N/C(=N/S(=O)(=O)c3cccs3)c3ccccc3Cl)sc2c1	-1.3	-0.1	-0.7	-1.1	11.2	0.3	-5.5	1.2
COC(=O)[C@]12CCCCC=C1N(Cc1ccco1)C(=O)[C@H](CC(=O)NCC1CCCCC1)C2	5.7	-4.5	15.9	6.8	/	-0.1	-3.2	7.8
CCCC#Cc1ccc([C@@H]2[C@@H](CO)N(C(=O)CN3CCOCC3)[C@H]2C#N)cc1	-5.7	-10.4	-4.9	-2.3	-4.2	0.0	-1.7	-13.0
O=C(c1cccc(F)c1)N1CC[C@@H]2[C@H](CO)Nc3ccc(C#Cc4cccc(F)c4)cc3[C@@H]21	12.5	8.0	-42.0	1.5	-8.2	0.0	-0.7	-12.8
Cc1ccc2nc(SCC(=O)Nc3cccc(Cl)c3)nc(=O)n2c1	3.4	-37.6	-15.0	1.3	0.1	0.1	-0.8	-34.4
O=C(c1ccccc1NS(=O)(=O)c1ccc2c(c1)OCCO2)N1CCOCC1	?	/	-1.6	-1.5	-4.2	/	4.2	-4.6
CCN(CC(=O)Nc1ccccc1C(F)(F)F)C(=O)Cc1ccc2c(c1)CCC2	-1.7	5.1	-11.2	-0.8	0.3	0.1	-1.2	3.3
Cc1cc(Br)c(OCC(=O)NN)c2c1CCC2	3.8	-1.0	/	-2.3	-5.9	0.0	0.8	8.2
O=C(C[n+]1ccc(/C=N/O)cc1)NC(=O)Nc1ccccc1	?	20.3	-1.1	-0.3	/	0.0	-7.5	1.4
COc1ccc(CCNC(=O)c2ccc(N(C)S(=O)(=O)c3ccc(C)cc3)cc2)cc1	-1.7	22.4	7.4	-1.3	-0.5	0.0	-2.6	-1.6
Cc1cc(C)c(NS(=O)(=O)c2ccc(Cl)c(C(=O)O)c2)c(C)c1	-4.3	/	10.5	-3.1	0.1	/	-1.6	4.4
CCN(CC)CCN(C(=O)c1ccc(C(C)=O)cc1)c1nc2ccc(Cl)cc2s1	-5.1	-18.4	15.8	0.1	21.3	2.1	-3.0	-22.5
CCC(=O)N(C)C[C@H]1Oc2cc(-c3ccccc3C)ccc2S(=O)(=O)N([C@@H](C)CO)C[C@H]1C	1.3	/	14.1	2.9	10.7	0.0	3.2	-0.3

Grouped by structure: the compounds so far containing a CF3 group
SMILES	DENV2 CPE rescue	PAX8 inh HTS	INS-1E GSIS act	F508del corr	ARNT-TACC3 inh	Xi reactivation	ERp5 inh	EWS-Fli block
C[C@@H]1CN([C@@H](C)CO)C(=O)c2cc(NC(=O)CCC(F)(F)F)ccc2O[C@H]1CN(C)C(=O)Nc1ccc(C(F)(F)F)cc1	2.7	-5.1	7.4	0.2	-6.0	0.2	-2.0	5.8
CCN(CC(=O)Nc1ccccc1C(F)(F)F)C(=O)Cc1ccc2c(c1)CCC2	-1.7	5.1	-11.2	-0.8	0.3	0.1	-1.2	3.3

Screening data from PubChem BioAssay.
